Screens from PubChem.
proCasp3 act – activators of human procaspase-3; P42574; recombinant procaspase-3 D3A, Ac-DEVD-pNA absorbance 405 nm; activation, % at 8.5 µM; actives 0.11% (n = 330,000); AID 463141;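 active means activation above the mean of all tested compounds plus 3 SD, cut at about 21% in these data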;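 further: 0% = DMSO alone and 100% = DMSO wells spiked with extra 5 µM PC-3 D3A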
Target sequence (P42574 whole entry D9A/D28A/D175A): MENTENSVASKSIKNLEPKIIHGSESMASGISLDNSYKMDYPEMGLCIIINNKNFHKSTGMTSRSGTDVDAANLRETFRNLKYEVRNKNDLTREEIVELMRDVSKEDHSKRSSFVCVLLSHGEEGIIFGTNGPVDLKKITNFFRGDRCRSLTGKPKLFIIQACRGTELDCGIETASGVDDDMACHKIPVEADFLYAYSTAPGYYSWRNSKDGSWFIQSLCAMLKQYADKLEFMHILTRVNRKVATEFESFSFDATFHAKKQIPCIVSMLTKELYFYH
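assay system = Procaspase-3 D3A mutant | signal = absorbance at 405 nm, 0 and 120 min | times = 1 h preincubation plus 2 h reaction at 25 °C | repeats = single replicate | read-out = % activation between DMSO and enzyme-spiked controls | medium = Zinc-free HEPES saline buffer with Triton X-100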
proCasp7 act – counter-screen for procaspase-3 activators: activators of human procaspase-7; P55210; recombinant procaspase-7, Ac-DEVD-pNA absorbance 405 nm; D23A/D198A/D206A triple mutant, cannot self-cleave; scale: DMSO 0, 5 µM enzyme 100; activation, % at 8.5 µM; actives 0.093% (n = 330,000); AID 463210;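 active means percent activation above the screen-wide mean plus 3 SD, cut at about 25% in these data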
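Material: Procaspase-7 triple mutant (PC-7 D3A) | Quantity: 2 µM procaspase-7 mutant as dispensed | Reagent: DEVD-pNA substrate | Times: 1 h preincubation, 2 h reaction | Technique: 405 nm absorbance of p-nitroaniline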
PP5 inh – inhibitors of human protein phosphatase 5 (PP5); P53041; purified PP5c, OMFP substrate fluorescence; inhibition, % at 6.7 µM; actives 0.18% (n = 320,000);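 active means inhibition above the campaign's mean inhibition across all tested compounds plus 3 SD, cut at about 9.5% in these data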;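 further: 0% = DMSO only and 100% = 100 µM cantharidin control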
HCV core dimer – HCV core protein dimerization inhibition; TR-FRET GST/Flag-core106 dimerization, 1536-well; inhibition, % at 5 µM; actives 0.33% (n = 300,000);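 active means inhibition above the mean of all tested compounds plus 3 SD, set per screening campaign, cut at about 45% in these data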
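System: GST/Flag-tagged HCV core106 proteins. Incubation: compound-protein-antibody incubation 4 h at 22.5 °C. Technique: HTRF with 340 nm excitation, 617/671 nm emission. Medium: KF-containing HEPES buffer, pH 7.45, DTT, CHAPS, BSA. Read-out: inhibition (%) from 671 over 617 nm ratio. Also added: Eu(K)-anti-GST 90 ng/mL plus XL665-anti-Flag 1 µg/mL.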
Fh CTSL1 inh – cathepsin L1 inhibition, PFM18AAP counter-screen; recombinant F. hepatica cathepsin L1, Z-Leu-Arg-MCA fluorescence; inhibition, % at 5.96 µM; actives 0.49% (n = 300,000);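 active means inhibition above the mean of all tested compounds plus 3 SD, set per screening campaign, cut at about 17% in these data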;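 further: 0% = plate median of test compound wells and 100% = 1 µM Z-Phe-Ala-diazomethylketone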
PP1 inh – blocks human PP1-alpha phosphatase, a PP5 counter-screen | actives 0.9% (n = 320,000) | inhibition, % at 6.7 µM | purified PP1alpha, OMFP fluorescence | AID 2235;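 active means inhibition above the mean inhibition of all tested compounds plus 3 SD, computed separately for each screening campaign, cut at about 15% in these data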
Target sequence (P62136 whole entry, looked up): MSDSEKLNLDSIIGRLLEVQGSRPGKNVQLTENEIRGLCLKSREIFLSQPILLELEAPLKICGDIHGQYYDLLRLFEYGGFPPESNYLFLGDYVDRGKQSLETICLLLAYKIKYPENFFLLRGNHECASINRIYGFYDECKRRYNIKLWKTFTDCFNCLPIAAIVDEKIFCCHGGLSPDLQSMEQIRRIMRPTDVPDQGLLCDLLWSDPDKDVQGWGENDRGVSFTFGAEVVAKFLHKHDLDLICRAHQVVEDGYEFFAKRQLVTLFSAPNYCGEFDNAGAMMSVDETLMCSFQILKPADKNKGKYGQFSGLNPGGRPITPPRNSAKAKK
JMJD2C inh – blocks human GASC-1 demethylase activity; Q9H3R0; GST-JMJD2C(1-420) H3K9me3 demethylation, DELFIA europium; actives 0.069% (n = 330,000); inhibition, % at 2.35 µM;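 active means more than half of a compound's replicate wells show inhibition beyond 50%, single wells judged on their own value; inconclusive means some, but no more than half, of replicates pass 50% inhibition; inactive means no replicate passes 50% inhibition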;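 further: signal counts dimethyl H3K9 product captured on neutravidin plate; 0% = median of DMSO wells and 100% = 0.3 times that DMSO median; strong numbers were not always called active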
Target sequence (Q9H3R0 1-420 limits assumed): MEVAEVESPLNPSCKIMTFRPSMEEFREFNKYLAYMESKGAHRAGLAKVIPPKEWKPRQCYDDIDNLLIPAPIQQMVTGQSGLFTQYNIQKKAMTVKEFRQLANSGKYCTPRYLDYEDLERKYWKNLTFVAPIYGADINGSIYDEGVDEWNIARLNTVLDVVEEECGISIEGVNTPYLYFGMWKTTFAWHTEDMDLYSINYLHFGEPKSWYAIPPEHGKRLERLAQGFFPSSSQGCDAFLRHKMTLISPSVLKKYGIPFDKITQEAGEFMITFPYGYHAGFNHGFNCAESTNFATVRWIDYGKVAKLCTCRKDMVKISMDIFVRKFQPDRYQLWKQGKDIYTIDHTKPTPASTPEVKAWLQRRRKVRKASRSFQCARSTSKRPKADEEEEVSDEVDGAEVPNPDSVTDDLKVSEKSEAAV
Efflux pump mplx – inhibitors of Candida antifungal efflux pumps expressed in yeast; S. cerevisiae Candida pump triplex, Nile Red efflux; inhibition, % at 10 µM; actives 0.44% (n = 330,000);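 active means plate passing quality check with inhibition over a set limit, or well fluorescence over plate mean plus 4 SD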;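 further: Nile Red retained in pooled yeast measured as flow cytometry median fluorescence; 0% = buffer negative control and 100% = Enniatin B positive control; higher means more Nile Red kept so more efflux inhibition; some compounds called inactive have numbers as strong as hits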
TPT1 inhibitor – inhibitors of Candida albicans tRNA 2'-phosphotransferase TPT1 | recombinant caTPT1, FP RNA substrate dephosphorylation | inhibition, % at 5 µM | actives 0.81% (n = 300,000) | AID 1962;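 active means inhibition above the mean of all tested compounds plus 3 SD, set per screening campaign, cut at about 24% in these data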;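 further: plate controls were DMSO alone for no effect and ferristatin control at 100 nM for full effect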
* = called active by the depositor; u = inconclusive; x = not tested or not shown; & = joins results of further samples.

SMILES	proCasp3 act	proCasp7 act	PP5 inh	HCV core dimer	Fh CTSL1 inh	PP1 inh	JMJD2C inh	Efflux pump mplx	TPT1 inhibitor
COc1cccc(-c2csc(N3CCN(CC(=O)NNC(=O)c4ccc(Cl)cc4)CC3)n2)c1	1	-3	2.2	1	2	2	-9	-0.1	3
C=CCn1c2ccccc2c(=O)c2cc(C#CC3(O)CCCCC3)ccc21	150*	-22	2.4	13	9	3	-16	-0.1	1
O=C(CSc1nccn(-c2ccc(Br)cc2)c1=O)NCc1ccccc1	-16	-2	-1.0	-3	6	-4	-7	0.0	-3
CC1CN(C(=O)c2cc3c(=O)n4ccccc4nc3n2C)CC(C)O1 (stereo unspecified)	5	5	1.4	1	3	3	1	-0.1	3
CCC1=C(OC(=O)N(CC)CC)N2C(=O)OC(=NCCc3c[nH]c4ccccc34)[C@]2(C)[C@H]2C1=CC[C@H]1C(=O)N(CC(=O)OC)C(=O)[C@H]12	5	1	2.9	4	-2	1	-2	-0.1	-1
CC(=O)c1ccc(NC(=O)c2c(C)nn(-c3ccccc3)c2Cl)cc1	2	1	2.6	-1	-2	-11	-5	0.7	2
COc1ccc(OC)c(-c2cc(C3CCN(C(=O)OC(C)(C)C)CC3)[nH]n2)c1	3	1	1.9	1	-4	-2	-7	0.1	0
O=C(NCc1ccccc1)c1ccc(OCC2CCCO2)cc1 (stereo unspecified)	-2	-3	0.4	4	-2	-2	-9	0.0	-2
CN(C)CCCNC(=O)c1cc(Br)ccc1O	-2	1	-1.3	-3	-2	-3	6	-0.1	-2
O=C(c1cc2c(s1)-c1ccccc1OC2)N1CCN(c2ccccc2)CC1	8	0	-0.1	-30	2	1	3	-0.2	-1
CCCNC(=O)c1ccccc1NC(=O)C1COc2ccccc2O1 (stereo unspecified)	-7	-11	0.5	0	-2	-1	0	-0.1	-4
CCN(CC(=O)Nc1ccc(OC(F)F)cc1)C1CCCCC1	-6	3	1.7	-1	1	-4	1	0.0	1
Cc1ccccc1C(=O)Nc1nnc(-c2cccnc2)o1	6	6	-1.4	0	4	2	-24	0.0	-1
Cc1ccnc(SC2CC(=O)N(c3ccc(C(C)C)cc3)C2=O)n1 (stereo unspecified)	-14	7	-3.1	-2	4	1	5	-0.1	-4
CCCCn1c(N)c(N(CC(C)C)C(=O)CSc2nnc(-c3ccc(Cl)cc3)o2)c(=O)[nH]c1=O	-12	-4	0.9	-5	3	5	0	-0.4	-2
CCOC(=O)c1c(C)[nH]c(C(=O)Cn2nnc(-c3ccccc3Cl)n2)c1C	8	-4	4.2	11	4	2	-58	0.0	-4
C/C(=N\NC(N)=O)c1ccc(Cl)cc1	2	10	1.4	-2	0	0	4	-0.1	-2
O=C(O)CNC(=S)NCc1ccccc1	4	0	-0.3	-1	-1	-2	-8	0.6	2
Cn1cc(Cl)c(C(=O)NC2CCCCCC2)n1	-8	1	2.1	-4	0	2	-4	0.0	3
CCOC(=O)C1[C@H]2C(=O)N(C(C)c3ccc(OC)cc3)C[C@]23C=C[C@H]1O3 (stereo partly specified)	-11	-2	-2.4	2	-2	-2	6	-0.1	0
O=C(COC(=O)CCc1c[nH]c(=O)[nH]1)Nc1ccccc1	-12	-1	-0.1	-2	-12	0	u	0.0	-8
O=S(=O)(Nc1ccc(Oc2ncccn2)c(Cl)c1)c1ccc(F)cc1	-1	7	1.0	-4	-1	1	-4	-0.1	1
CCn1c2ccccc2c2cc(NC(C)=O)ccc21	-8	6	2.3	-8	-1	-4	-15	0.0	0
O=C(N/N=C\C=C\c1ccc2c(c1)OCO2)C1COc2ccccc2O1 (stereo unspecified)	9	-8	3.5	10	-1	-1	-17	0.0	1
NC(=O)c1c(NC(=O)CSc2nc(N)cc(=O)[nH]2)sc2c1CCCC2	4	1	0.4	17	-1	5	-1	-0.1	6
Cc1onc(-c2ccccc2)c1C(=O)NCCCc1ccccc1	11	-1	1.6	x	x	2	11	0.4	x
COc1cc2[nH]c3c(=O)n(CCN4CCCCC4)cnc3c2cc1OC	2	5	1.2	-4	-3	2	17	-0.1	0
CN(C)c1cc(-c2ccccc2)nc(N)n1	11	7	-0.4	4	0	-5	3	0.1	-1
CC(C(=O)NC1CCCCC1)N1C(=O)C2C3C=CC(C3)C2C1=O (stereo unspecified)	3	26	-2.1	-1	2	-4	2	0.2	2
Cc1ccc(NC(=O)C(C)OC(=O)CSc2ccccc2)cc1 (stereo unspecified)	3	5	x	x	x	x	8	0.3	x
Cc1ccc2c(c1)N(CC(=O)N1CCCCCC1)C(=O)c1cccnc1O2	9	-1	1.0	6	-2	-3	1	-0.1	0
CCOc1ccc(/C=C2\C(=O)c3ccccc3OC2c2ccccc2)cc1 (stereo unspecified)	10	-2	0.2	11	-13	1	-4	0.3	0
Nc1nc(C(F)(F)F)cc(=O)n1N	1	2	-1.1	-17	1	-1	-30	-0.1	-3
CCOC(=O)CC(=O)CSc1nnc(Cn2c(=O)sc3ccccc32)n1C	6	-3	3.1	1	12	-3	-5	0.1	1
COc1ccc(OC)c(-c2nc(C(=O)NCC3CCCO3)cc3c2[nH]c2ccccc23)c1 (stereo unspecified)	5	1	5.6	4	1	-4	-10	0.4	-2
Cc1ccc(OCCCn2ccnc2)cc1C	3	8	0.1	0	-2	-2	-2	-0.2	-1
COC(=O)c1cc(=O)n(Cc2cccs2)c(=NCc2cccs2)s1	3	-2	0.0	1	0	1	2	-0.2	0
O=c1[nH]ncc(N/N=C\c2cccnc2)c1Cl	-5	2	0.4	4	4	0	1	-0.1	-2
Cc1ccc(Cn2nnc3c(=O)n(CC(=O)NCc4ccc5c(c4)OCO5)cnc32)cc1	-6	-1	-0.9	7	7	2	9	-0.6	-2
CCN1CCN(CC(=O)N/N=C/c2cc(Br)cs2)CC1	-2	-6	1.8	-9	-5	-1	-21	0.5	2
Cc1ccc(NC2=C(NC(=O)c3ccccc3)C(=O)c3ccccc3C2=O)cc1Cl	-4	6	4.9	-9	2	7	-10	-0.1	0
O=S(=O)(c1cc(Cl)ccc1Cl)n1nnc2ccccc21	4	-11	0.4	0	4	-8	2	-0.1	-3
Cc1c(OCC(=O)N[C@@H](Cc2ccccc2)C(=O)O)ccc2c3c(c(=O)oc12)CCC3	-1	11	0.4	1	-1	0	x	0.0	-4
O=C(Cc1ccccc1[N+](=O)[O-])NCc1ccc(Cl)cc1Cl	7	-1	3.0	-3	-2	-1	-3	0.0	-2
CCOC(=O)N/N=C(C)/C=C/c1ccccc1	7	-2	3.0	3	-1	-2	-4	0.3	0
CC1CCc2c(sc(NC(=O)CCCn3cnc([N+](=O)[O-])n3)c2C(N)=O)C1 (stereo unspecified)	1	-9	0.1	-1	0	-2	-2	0.0	-2
CCN(CC)S(=O)(=O)c1cccc(NC(=O)COC(=O)c2ccc(Br)o2)c1	10	-1	4.3	5	-4	-1	12	0.0	-5
COc1ccccc1NC(=O)CSc1nc(O)cc(=O)[nH]1	-6	1	1.8	1	-1	3	-1	0.0	3
CCN(Cc1ccccc1)C(=O)CSc1ccccc1C(=O)O	-11	-4	-2.7	-2	9	1	16	-0.2	2
CCNc1nc(NCC)nc(N(C)N)n1	9	-5	4.1	6	-1	1	-13	0.1	0
COc1cccc(NC(=O)COC(=O)CCCc2c[nH]c3ccccc23)c1	-3	7	0.7	4	-13	2	7	-0.1	0
CC(=O)N1c2ccc(S(=O)(=O)N3CCCCC3)cc2CC1C(=O)Nc1ccc(F)cc1C (stereo unspecified)	-2	9	3.5	10	1	-3	3	-0.1	3
O=C(CN1CCCCCC1)Nc1ccccc1[N+](=O)[O-]	6	8	1.6	4	-2	-1	7	-0.1	0
COc1ccc(C)cc1S(=O)(=O)N1CCCC(C(=O)N2CCN(c3ccccc3)CC2)C1 (stereo unspecified)	-4	3	0.1	-21	1	0	6	0.1	-5
COC(=O)c1ccnc(SCC(=O)c2ccccc2)c1	7	-4	1.4	5	1	0	3	-0.1	1
Cn1cc([N+](=O)[O-])c(C(=O)NCc2ccccc2)n1	-10	1	0.2	-7	-3	-3	16	0.0	-4
CCCC(OC(=O)CN1C(=O)COc2ccccc21)C(=O)NC1CCCC1 (stereo unspecified)	-8	-4	1.6	1	-1	-5	-12	0.3	-2
O=C1CCC(C(=O)N2CCCCCCC2)CN1Cc1cccc(C(F)(F)F)c1 (stereo unspecified)	-4	2	6.0	0	5	0	-9	2.5	5
COc1cccc(CN(CC(=O)NCC2CCCO2)C(=O)CNS(=O)(=O)c2ccccc2)c1 (stereo unspecified)	0	-5	3.2	-3	-3	1	-5	0.3	1
CCCCN(CCCC)CCNC(=O)c1cn(C)c2ccc(S(=O)(=O)N(C)C3CCCCC3)cc2c1=O	6	-1	0.4	-2	-1	-10	-10	-0.1	1
(more compounds)
SMILES	proCasp3 act	proCasp7 act	PP5 inh	HCV core dimer	Fh CTSL1 inh	PP1 inh	JMJD2C inh	Efflux pump mplx	TPT1 inhibitor
CC1=CC(=O)N(c2cccc(C(F)(F)F)c2)C1c1ccc(Cl)cc1 (stereo unspecified)	13	12	5.8	-2	2	3	3	0.0	2
Clc1ccc(-c2nnc(-c3ccccc3)nc2-c2c[nH]c3ccccc23)cc1	4	0	0.0	9	0	-3	10	0.3	1
CC(C)CC(=O)NCc1ccc2[nH]c3c(c2c1)CCCC3	1	2	0.4	-1	-3	2	-2	0.1	-5
CC(C)n1c(/C=C/[C@H](O)C[C@H](O)CC(=O)O)c(-c2ccc(F)cc2)c2ccccc21	-1	-4	3.3	x	x	8	4	0.6	x
COc1ccc(CNC(=O)COC(=O)CC2CCCC2)cc1	2	-1	0.3	-2	0	-3	0	0.0	4
O=C1C2C3C=CC(C3)C2C(=O)N1CCN1CCN(S(=O)(=O)c2ccc3ccccc3c2)CC1 (stereo unspecified)	1	-4	3.6	9	2	6	-3&16	-0.1	-5
O=C1OC(c2ccco2)=N/C1=C\c1ccc(-c2cccc(C(F)(F)F)c2)o1	-1	-14	0.7	17	7	4	-8	1.2*	6

Record cards (already shown):
`COc1ccc(CNC(=O)COC(=O)CC2CCCC2)cc1` across the screens: proCasp3 act = 2; proCasp7 act = -1; PP5 inh = 0.3; HCV core dimer = -2; Fh CTSL1 inh = 0; PP1 inh = -3; JMJD2C inh = 0; Efflux pump mplx = 0.0; TPT1 inhibitor = 4
`COc1ccc(C)cc1S(=O)(=O)N1CCCC(C(=O)N2CCN(c3ccccc3)CC2)C1` (stereo unspecified) across the screens: proCasp3 act = -4; proCasp7 act = 3; PP5 inh = 0.1; HCV core dimer = -21; Fh CTSL1 inh = 1; PP1 inh = 0; JMJD2C inh = 6; Efflux pump mplx = 0.1; TPT1 inhibitor = -5
